Bioassay records (PubChem)
Akt phos inh: HTS Assay for Inhibitors of Akt Phophorylation: Primary Screen. activity change, % for hits at 50 µM. actives 0.32% (n = 360,000). Neuro2A IGF-stimulated pAkt S473 HTRF, 20 min; hits give low values. AID 651550, 2012; in the data active = activity change below about -80%; inconclusive = mostly about -51% to -80%; also: % is scaled to controls: 0 for no effect and ±100 for the full control effect
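Neuro2A cells (4,500/well, DMEM with 0.5% FBS) were treated with compound at a single 50 µM final concentration, stimulated with 6 nM IGF for 20 min at 37 °C, and lysed. Phospho-Akt Ser473 was read by HTRF as 665/615 ratio ×10^4.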
EPAC2 ag: qHTS for Agonist of cAMP-regulated guanine nucleotide exchange factor 4 (EPAC2): primary screen. Potency, µM (titrated, usually from 154 µM), inactives show at the top dose activation, most hits filed as activators. Rap guanine nucleotide exchange factor 4 (Homo sapiens), Q8WZA2. actives 0.079% (n = 360,000). EPAC2 activation, biochemical qHTS; response scale: 100% = 6.5 mM cAMP response; also: potency is read from the fitted curve at half-maximal effect; nearly all actives have a fitted effect of over 50% in size
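Readout is BODIPY fluorescence (480 nm excitation, 540 nm emission), which falls as labeled GDP is exchanged off Rap1B. EPAC2 at 100 nM acted on 250 nM RAP1B-BODIPY-GDP with 50 uM GDP present.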
PTHR1 ag: qHTS for PTHR1 Agonists: Primary Screen | Potency, µM (titrated, usually from 115 µM), without a hit: top-dose activation, actives largely listed as activators | Parathyroid hormone/parathyroid hormone-related peptide receptor (Homo sapiens), Q03431 | HEK293 GP2 PTHR1 cells, GloSensor cAMP luminescence, 1 h | actives 0.075% (n = 410,000) | AID 743266, 2014; also: potency is read from the fitted curve at half-maximal effect; nearly all actives have a fitted effect of over 55% in size; some results filed as inactive show a strong effect at the top dose; inactives centre near -15; many of its hits are not listed in these tables
Target sequence (Q03431 whole entry, looked up): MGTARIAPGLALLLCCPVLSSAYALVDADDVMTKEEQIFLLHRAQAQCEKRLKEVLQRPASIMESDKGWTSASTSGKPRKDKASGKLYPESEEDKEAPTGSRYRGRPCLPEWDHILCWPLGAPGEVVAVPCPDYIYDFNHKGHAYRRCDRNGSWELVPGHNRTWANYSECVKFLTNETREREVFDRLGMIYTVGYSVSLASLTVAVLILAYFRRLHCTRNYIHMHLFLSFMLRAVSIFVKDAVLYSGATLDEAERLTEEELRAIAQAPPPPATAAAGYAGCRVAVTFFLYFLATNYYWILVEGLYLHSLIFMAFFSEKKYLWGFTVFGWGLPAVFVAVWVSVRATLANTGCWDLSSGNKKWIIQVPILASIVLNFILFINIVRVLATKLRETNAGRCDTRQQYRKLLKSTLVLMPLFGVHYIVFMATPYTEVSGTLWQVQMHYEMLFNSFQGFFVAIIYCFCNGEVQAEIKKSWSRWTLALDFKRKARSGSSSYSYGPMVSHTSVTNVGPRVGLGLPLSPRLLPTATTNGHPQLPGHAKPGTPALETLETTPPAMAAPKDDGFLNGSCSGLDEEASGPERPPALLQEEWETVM
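HEK-293-derived GP2 cells expressing PTHR1 and a GloSensor cAMP reporter, 3,000/well, plated overnight, given luciferin plus IBMX (each 0.5 mM as added) for 1 h at 37 °C, then compound for 1 h at 37 °C. Luminescence was read after 15 min at room temperature.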
D3 antag: qHTS of D3 Dopamine Receptor Antagonist: qHTS | max response, negative = inhibition, % | D(3) dopamine receptor (Homo sapiens), P35462 | actives 2.5% (n = 360,000) | D3R cells, DiscoveRx beta-arrestin luminescence, antagonist mode; hits give low values; in the data active = max response below about -50%; inconclusive = no clear call, values can overlap the other calls; also: % is scaled to controls: 0 for no effect and ±100 for the full control effect; mostly tested at two doses, the higher about 12 µM
Target sequence (P35462 whole entry, looked up): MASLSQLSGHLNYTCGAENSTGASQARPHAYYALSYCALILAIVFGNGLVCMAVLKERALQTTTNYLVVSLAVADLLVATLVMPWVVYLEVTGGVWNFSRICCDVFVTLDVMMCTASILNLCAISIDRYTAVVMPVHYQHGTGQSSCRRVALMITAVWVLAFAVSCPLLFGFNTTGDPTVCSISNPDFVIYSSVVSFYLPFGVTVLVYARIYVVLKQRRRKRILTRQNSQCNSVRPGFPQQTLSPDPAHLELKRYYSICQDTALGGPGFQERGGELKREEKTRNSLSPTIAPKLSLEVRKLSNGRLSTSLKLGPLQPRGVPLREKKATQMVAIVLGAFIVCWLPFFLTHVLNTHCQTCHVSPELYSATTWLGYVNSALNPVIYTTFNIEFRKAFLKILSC
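Cells plated overnight at 1500 cells/well, then exposed to library compounds with dopamine controls for 90 minutes at 37 degrees C. DiscoveRx reagent added for 30–60 minutes at room temperature; luminescence read, quantitative HTS format.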
Mm-Cpn inhibitor: Inhibitors of TCP-1 ring complex (TRiC) of Methanococcus maripaludis (MmCpn): qHTS. Chaperonin Mm-Cpn (Methanococcus maripaludis). purified Mm-Cpn ATPase, ADP Transcreener TR-FRET. Potency, µM (highest dose often 76.9 µM), without a hit: top-dose activity, negative = inhibition, most hits filed as inhibitors. actives 0.031% (n = 330,000); also: potency is read from the fitted curve at half-maximal effect; % is scaled to controls: 0 for no effect and ±100 for the full control effect; nearly all actives have a fitted effect of over 80% in size
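ATPase turnover read by TR-FRET ADP competition (Eu cryptate antibody/ADP-d2, 665/590 nm): 10uM ATP final, 25nM Mm-CPN final, 30 min 37degC after 10-min compound preincubation, pH 7.4 Tris/KCl/MgCl2/DTT buffer.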
CCT chaperon mod: High-Throughput Screening for Modulators of Cytosolic Chaperonin Activity | AID 651819, 2012 | purified chaperonin ATPase assay, HTRF ADP detection, 30 min | activity change, % (concentration not given with the values), hits read low | actives 0.3% (n = 360,000); in the data active = activity change below about -30%; also: % is scaled to controls: 0 for no effect and ±100 for the full control effect
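TRiC (40 or 20 nM final, by batch activity) in 30 mM Tris pH 7.4, 100 mM KCl, 5 mM MgCl2, 1 mM DTT was treated with compound at 76 uM single dose, then 10 uM ATP, 30 min at 37 °C. ADP was read by HTRF Transcreener.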
EPAC2 antag: qHTS for Antagonist of cAMP-regulated guanine nucleotide exchange factor 2 (EPAC2): primary screen; actives 0.18% (n = 360,000); EPAC2 GEF exchange of Rap1B-BODIPY-GDP, fluorescence; Potency, µM (highest dose often 114 µM), inactives show at the top dose activity, negative = inhibition, actives largely listed as inhibitors; also: potency is read from the fitted curve at half-maximal effect; % is scaled to controls: 0 for no effect and ±100 for the full control effect; nearly all actives have a fitted effect of over 45% in size; many of its hits are not listed in these tables
DRD3 agonist: qHTS of D3 Dopamine Receptor Agonist: qHTS | D3R DiscoveRx beta-arrestin cells, luminescence, 90 min | max activation, % | actives 0.58% (n = 410,000); in the data active = max activation above about 30%; also: 0% is about no effect; mostly tested at two doses, the higher about 12 µM
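Agonist mode: compounds and dopamine controls were applied to plated cells for 90 min at 37 degrees C after an overnight attachment at 1500 cells/well. Luminescent read-out followed 30 - 60 minutes at room temperature with DiscoveRx detection reagent.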
* marks the source's active call; other numbers are inactive results; i = inactive; u = inconclusive; x = no result given; [ ] = another dose, or the depositor's remark. Unless noted, calls follow the shape of the dose curve; as a rule, active = well fitted curve in the direction sought with a large enough effect; inconclusive = small, poorly fitted or top-dose-only effect, or another doubt; inactive = no such curve, though single readings can be large; an effect the other way counts as inactive or inconclusive. These rows are one share of the data; count on the stated rates, not on these rows.

Screens in order – EPAC2 antag | CCT chaperon mod | Mm-Cpn inhibitor | PTHR1 ag | DRD3 agonist | EPAC2 ag | Akt phos inh | D3 antag
CCOC(=O)/C(C#N)=c1/s/c(=C2\C=Cc3ccccc3N2CC)c(=O)n1CC
  16% | -2.1 | -3% | -24% | -10 | 18% | i | 0
O=C(Nc1ccccc1C(=O)NCc1cccnc1)c1ccccc1F
  7% | 1.4 | -3% | i | 1 | 2% | i | 0
CCCNC(=O)C1(C)CCN(C(=O)c2cccc(Cl)c2)C1 (stereo not given)
  -4% | 1.1 | x | -15% | 7 | 3% | i | 2
CCOC(=O)C1CCCN(C(=O)c2cc3ccccc3cc2OC)C1 (stereo not given)
  0% | 0.1 | x | -9% | -1 | 2% | i | 7
CC1(C)Oc2ccc3ccc(=O)oc3c2/C(=C/Nc2cccc(O)c2)C1=O
  -6% | -3.1 | 2% | i | 8 | 18% | i | 31
O=C(Nc1ccccc1)c1ccc(NCc2ccco2)c(S(=O)(=O)N2CCOCC2)c1
  3% | 0.9 | -6% | i | 12 | 14% | i | -14
CC(=O)C1C(c2ccc([N+](=O)[O-])cc2)c2c(noc2C)CC1(C)O (stereo not given)
  4% | -2.3 | 1% | i | -4 | 9% | i | -9
CN1CCC(=O)N([C@H](CN=[N+]=[N-])Cc2ccccc2)CC1
  4% | -0.3 | 2% | 17% | -23 | 5% | i | 0
CC(C)(C)NC(=O)CSc1nc(O)cc(=O)n1-c1ccccc1
  -3% | -3.0 | -1% | -9%[57.5 µM] | 4 | 7% | i | 9
CC(=O)Nc1ccc(C2Nc3cc(C)c(C)cc3NC3=C2C(=O)CC(C)(C)C3)cc1 (stereo not given)
  3% | -1.1 | -1% | i | 0 | 6% | i | 7
CCCC(=O)NC(c1ccc(OC)cc1)c1c(O)ccc2ccccc12 (stereo not given)
  -21% | -2.2 | -9% | i | -11 | 5% | i | u
CSc1ccccc1C(=O)Nc1cccc(C(C)O)c1 (stereo not given)
  10% | 2.2 | 1% | -10%[57.5 µM] | -12 | 8% | i | -20
COc1cc2sc3cc(NCc4ccc(C)o4)ccc3c(=O)c2cc1OC
  3% | -2.9 | u | i | 24 | -8% | i | 24
C=CCN1N=C(/C=C/c2ccc(OC)cc2)CCC1=O
  3% | -0.6 | 1% | -4% | 3 | 4% | i | 2
CCOc1ccccc1N1CC(C(=O)Nc2cc(Cl)ccc2C)CC1=O (stereo not given)
  1% | -1.4 | 0% | -10% | -5 | 6% | i | 6
Cc1cccc(NC(=O)C2CCN(S(=O)(=O)c3ccc4c(c3)C(C)(C)C(=O)N4C)CC2)c1C
  -5% | -0.2 | 2% | -35%[inhibitor] | 4 | 19% | i | 24
Nc1sc2c([n+]1CCCS(=O)(=O)[O-])CCCC2
  11% | 1.3 | 0% | i | 2 | 1% | i | 4
COC(=O)c1ccc(CSc2nc3c(c(=O)n2-c2ccc(C)cc2)SCC3)o1
  -6% | -0.1 | 1% | -21% | -1 | 13% | i | 16
S=c1[nH]nc(C2CCCCC2)n1/N=C/c1ccccc1
  1% | -7.9 | 1% | i | 1 | 18% | i | 1
Cc1ccccc1OCCC(=O)OCC(=O)N(C)c1c(N)n(Cc2ccccc2)c(=O)[nH]c1=O
  -2% | -0.6 | 0% | i | -4 | -3% | i | -14
O=C(Nc1ccncc1)c1cc(S(=O)(=O)N2CCN(c3ccccc3)CC2)ccc1Cl
  -8% | 0.5 | 2% | -27% | 6 | 7% | i | 6
COc1ccc2[nH]c3c(c2c1)CCN1C(=O)C(CC(=O)NCc2ccco2)C[C@H](C(=O)N(C(C)C)C(C)C)[C@@]31C (stereo not given in full)
  3% | 2.3 | -3% | i | 15 | 2% | i | -23
Cc1cc(=O)[nH]c2c1c(C)nn2-c1ccccc1
  -4% | -1.1 | -1% | i | -4 | 12% | i | -12
COc1ccc(NC(=O)COC(=O)CCNS(=O)(=O)c2ccccc2)cc1OC
  -12% | 0.4 | -1% | i | 3 | 5% | i | 6
Cc1c(C(=O)NCCN2CCOCC2)oc2ccc(Br)cc12
  2% | 0.7 | 1% | i | -23 | -2% | i | -20
Cn1c(N)c(C(=O)COC(=O)C2CCCCC2)c(=O)n(C)c1=O
  -4% | -4.6 | 0% | i | -3 | 4% | i | u
O=C(Nc1ccc(NC(=O)C2CC2)nc1)c1cccs1
  9% | 1.4 | -14% | i | 1 | 1% | i | -17
CCc1cc(=O)oc2c3c(cc(OCC(=O)NCc4ccncc4)c12)OC(C)(C)CC3
  0% | -0.9 | -1% | -12% | -4 | 1% | i | 33
CN(C)S(=O)(=O)c1ccc(Nc2ccc(-c3ccc4c(c3)OCCO4)nn2)cc1
  0% | -1.3 | 2% | i | 4 | 15% | i | 11
CCOc1ncccc1C(=O)OCC(=O)NCCc1ccc(OC)cc1
  1% | 1.4 | 0% | i | -1 | 4% | i | 8

Copied from the listing for reference:
Screens in order – EPAC2 antag | CCT chaperon mod | Mm-Cpn inhibitor | PTHR1 ag | DRD3 agonist | EPAC2 ag | Akt phos inh | D3 antag
COc1ccc2[nH]c3c(c2c1)CCN1C(=O)C(CC(=O)NCc2ccco2)C[C@H](C(=O)N(C(C)C)C(C)C)[C@@]31C (stereo not given in full)
  3% | 2.3 | -3% | i | 15 | 2% | i | -23
Cc1cc(=O)[nH]c2c1c(C)nn2-c1ccccc1
  -4% | -1.1 | -1% | i | -4 | 12% | i | -12
COc1ccc(NC(=O)COC(=O)CCNS(=O)(=O)c2ccccc2)cc1OC
  -12% | 0.4 | -1% | i | 3 | 5% | i | 6
Cc1c(C(=O)NCCN2CCOCC2)oc2ccc(Br)cc12
  2% | 0.7 | 1% | i | -23 | -2% | i | -20
Cn1c(N)c(C(=O)COC(=O)C2CCCCC2)c(=O)n(C)c1=O
  -4% | -4.6 | 0% | i | -3 | 4% | i | u
O=C(Nc1ccc(NC(=O)C2CC2)nc1)c1cccs1
  9% | 1.4 | -14% | i | 1 | 1% | i | -17
CCc1cc(=O)oc2c3c(cc(OCC(=O)NCc4ccncc4)c12)OC(C)(C)CC3
  0% | -0.9 | -1% | -12% | -4 | 1% | i | 33
CN(C)S(=O)(=O)c1ccc(Nc2ccc(-c3ccc4c(c3)OCCO4)nn2)cc1
  0% | -1.3 | 2% | i | 4 | 15% | i | 11

(listing goes on)
Screens in order – EPAC2 antag | CCT chaperon mod | Mm-Cpn inhibitor | PTHR1 ag | DRD3 agonist | EPAC2 ag | Akt phos inh | D3 antag
O=C(Nc1cccc([N+](=O)[O-])c1)Nc1ccc2c(c1)OCCO2
  9% | -0.7 | 2% | -94%[inhibitor] | -6 | 13% | i | -11
CCOc1ccc(CCNC(=O)COC(=O)/C=C/c2cccc(OC)c2)cc1OCC
  -5% | -2.9 | -4% | i | 4 | -5% | i | 0
O=C(N1CCCCCC1)N1CCN(S(=O)(=O)c2ccccc2)CC1
  3% | -0.7 | -1% | -10%[57.5 µM] | 11 | 4% | i | 14
CCOc1ccc(C(=O)Nc2cc3c(cc2N2CCCC2)n(CC)c(=O)n3CC)cc1OCC
  -12% | -0.1 | -1% | -3% | 6 | 10% | i | 8
O=C1N[C@@H](Cc2ccccc2)C(=O)N2[C@@H]3N(S(=O)(=O)c4ccc(F)cc4)c4ccccc4[C@]3(Br)C[C@@H]12
  -28% | -1.1 | x | i | 20 | 7% | i | 13
O=C(O)CN1CCN(Cc2ccccc2F)C1=O
  -3% | -0.8 | 2% | -33%[inhibitor] | -3 | 1% | i | -4
O=C(O)c1nccnc1C(=O)Nc1ccc(Cl)cn1
  -8% | 0.3 | 2% | -14% | -17 | 7% | i | 3
CCn1ccnc1CN(C)C(=O)c1ccc(OC2CCN(CCc3ccccc3)CC2)cc1
  -4% | -0.5 | 1% | -2% | -9 | 13% | i | u
COC(=O)c1ccc(NC(=O)c2cc(-c3ccccn3)nc3ccccc23)cc1
  2% | -1.9 | -2% | -8% | -12 | 8% | i | -16
Cc1cc(F)ccc1S(=O)(=O)Nc1ccccc1C(=O)NCc1ccccn1
  29% | -5.4 | -1% | -30% | -3 | 7% | i | -16
CCOC(=O)C1CCCN(C(=O)Cn2nc(Cc3cccnc3)c3ccccc3c2=O)C1 (stereo not given)
  0% | -1.0 | 0% | -10% | 3 | 6% | i | -22
CC(=O)Nc1nc(Cn2nnc(-c3ccc4c(c3)OCO4)n2)nc(N(C)C)n1
  5% | -2.0 | 0% | -6% | 5 | -4% | i | 1
CCOC(=O)c1ccc(NC(=O)C2CCN(S(=O)(=O)CC)CC2)cc1
  11% | 0.2 | 2% | 0%[57.5 µM] | -2 | 3% | i | 7
CSC(=NS(=O)(=O)c1ccccc1)SC
  3% | -2.2 | 1% | -38%[inhibitor][57.5 µM] | 6 | -5% | i | u
Cc1ccc(C(=O)COC(=O)CCC(=O)NC2CCCCC2)cc1C
  6% | 0.4 | -2% | -7%[57.5 µM] | 5 | -21% | i | 2
CCOc1cccc2sc(NC(=O)c3ccc(Br)s3)nc12
  0% | -1.6 | -9% | -2% | 27 | -3% | i | 30
CCC(=O)NC1(Cc2ccc(O)cc2)CCCCC1
  2% | -1.1 | 1% | i | 0 | 4% | i | 15
O=C(C1CCC1)N1CCc2cc(S(=O)(=O)NCCCN3CCCCC3)ccc21
  -8% | -4.0 | 0% | -19% | -4 | 0% | i | -3
